Screening data from PubChem BioAssay.
GalR3 antag – human GalR3 antagonism; inhibition, % at 3 µM; AID 651719; 360,000 tested, 0.44% active; HEK293 GalR3-CNG cAMP membrane potential fluorescence; galR3 body fused to GalR1 C-terminus;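 active = inhibition above the screen-wide average plus 3 SD, cut at about 13% in these data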;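 also: forskolin and galanin both at EC90 stimulate the cells; cAMP rise reported by CNG channel membrane potential dye signal; 0% = forskolin plus galanin with DMSO and 100% = forskolin alone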
PHOSPHO1 block – inhibitors of human PHOSPHO1 phosphatase; inhibition, % at 13.3 µM; AID 1565; recombinant PHOSPHO1, absorbance phosphatase assay; 290,000 tested, 1.1% active; Q8TCT1; in the data active = inhibition above about 60%
CHRM4 PAM – positive allosteric modulators of human muscarinic M4 receptor; CHO-K1 hM4/Gqi5, Fluo-8 calcium fluorescence, ACh EC20; 0% = ACh EC20, 100% = maximal ACh; activation, % at 3 µM; 360,000 tested, 0.4% active; AID 624126;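 active = activation above its plate's cutoff, the mean activation of sample wells plus 3 SD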; also: some results filed as inactive read as strong as hits
IDE inh – inhibits human insulin-degrading enzyme in HEK cells; P14735; FAbetaB cleavage, fluorescence polarization; inhibition, % at 5.59 µM; 320,000 tested, 0.41% active; AID 434962;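 active = percent inhibition above the average of all tested compounds plus 3 SD, set per screening campaign, cut at about 16% in these data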;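 also: IDE supplied by intact live HEK cells; FP after avidin binding of uncleaved biotin substrate so inhibition keeps polarization high; 0% = DMSO wells and 100% = 60 µM reference IDE inhibitor Ii1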
CRFBP-R2 block – antagonists of CRF-binding protein/CRF-R2 receptor complex | HEK293 CRF-R2/CRF-BP, CRF-induced calcium fluorescence | inhibition, % at 11.8 µM | 350,000 tested, 0.59% active | AID 588475;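 active = inhibition of the ligand-induced calcium signal above about 50% at the single tested concentration, limit read from the data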
MEKK3 PB1 HTS – MEKK3-MEK5 PB1 interaction, increase or decrease | Q99759 | bead-based flow cytometry, Alexa488-MEK5 binding to MEKK3; actives lie on both sides; 0 = blocked by unlabeled MEK5, 100 = vehicle | binding response (% of control), % at 10 µM | 290,000 tested, 1.4% active;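 active = binding response more than 3 SD above or below the average of its plate-row segment, actives on both sides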;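 also: Alexa488 bead fluorescence after subtracting the streptavidin-only scavenger bead signal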
IDE act – activators of human insulin-degrading enzyme in cells; P14735; HEK cells, FAbeta-B cleavage, fluorescence polarization; 0% vehicle, 100% cell-free pure enzyme wells; activation, % at 5.96 µM; 340,000 tested, 0.073% active;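 active = activation above the mean of all tested compounds plus 3 SD, set per screening campaign, cut at about 17% in these data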
CRFBP-R2 agonist – CRF-BP/CRF-R2 complex agonism. HEK293 CRF-R2/CRF-BP, calcium dye fluorescence (FLIPR); percent of saturating CRF peptide response. activation, % at 13.2 µM. 350,000 tested, 0.46% active;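 active = activation of at least 50%, plus an integration ratio under a set limit after plate pattern correction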;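 also: plate controls were neutral control wells without compound for no effect and CRF at EC100 for full effect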
p-CIP stab down – compounds decreasing mouse p/CIP protein stability; F442A p/CIP-EGFP cells, EGFP fluorescence, 16 h; decrease of EGFP signal, % at 10 µM; 290,000 tested, 0.01% active; AID 1984;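 active = EGFP signal decrease of at least 30% at 10 µM or well 3 SD below plate mean, unless failing retest; inactive = the rest, including hits failing retest or dose response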; also: some compounds called inactive have numbers as strong as hits; many of its hits are not listed in these tables
The depositor's hits bear a star; · = not tested or not shown.

canonical_smiles	GalR3 antag	PHOSPHO1 block	CHRM4 PAM	IDE inh	CRFBP-R2 block	MEKK3 PB1 HTS	IDE act	CRFBP-R2 agonist	p-CIP stab down
CC(C#Cc1c([C@@H](C)Oc2ccccc2)nnn1Cc1ccccc1)Oc1ccccc1 (stereo partly specified)	-9	11	-3	-2	10	84	3	1.6	-4
Cc1ccc(S(=O)(=O)N(CC(=O)N/N=C/c2ccco2)c2cc(Cl)cc(Cl)c2)cc1	-8	-4	17	2	38	128*	-2	8.8	-2
c1ccc(C2=NN(c3ccccc3)C(c3ccco3)C2)cc1 (stereo unspecified)	-3	30	-9	6	20	104	3	-1.4	-20
CCC1CCCCN1C(=S)NC(=O)c1ccc(F)c(S(=O)(=O)N2CCOCC2)c1 (stereo unspecified)	-3	-4	-9	-2	7	117	0	-1.5	-14
CSc1ccc(/C=C/C(=O)c2ccc(O)cc2)cc1	-10	6	0	-3	27	92	3	2.3	6
O=C(c1cc2ccccc2oc1=O)N(Cc1ccccc1F)C1CCS(=O)(=O)C1 (stereo unspecified)	-2	22	-5	2	-2	103	1	-0.2	-5
Cc1ccc(C)c(OCC(O)CN2CCC(CN3C(=O)c4cccc5cccc(c45)C3=O)CC2)c1 (stereo unspecified)	-1	-7	-11	-2	-22	112	3	-0.1	-12
CC(NC(=O)[C@H](C)NC(=O)[C@@H]1CSC2c3ccccc3C(=O)N21)c1ccccc1 (stereo partly specified)	2	38	3	7	3	100	-2	-0.6	2
CCN(CC)S(=O)(=O)c1cccc(-c2nnc(SCC(=O)NCCC3=CCCCC3)n2N)c1	-4	35	-4	1	-14	102	-1	-0.4	-12
COc1ccc(CCNS(=O)(=O)c2ccc3c(c2)CC(C)N3C(=O)C2CC2)cc1OC (stereo unspecified)	3	·	0	·	-6	·	·	4.8	·
CCn1c(CCC(=O)Nc2cc(F)ccc2C)nc2cc(S(=O)(=O)N(C)C)ccc21	-4	-42	5	4	10	90	2	-0.3	6
CCOc1ccc(S(=O)(=O)N(C)CC(=O)NCc2ccco2)cc1	-8	6	10	8	11	102	-5	-2.6	-4
Cn1c(=O)c2c(nc(SCC(=O)N3c4ccccc4CCc4ccccc43)n2C)n(C)c1=O	1	36	-2	·	-9	97	-3	-4.0	-5
O=C(/C=C/c1cccc(O)c1)c1ccc(N2CCOCC2)cc1	5	28	-12	-1	5	85	5	-0.5	1
COc1ccc(C(=O)Nc2cccc3ccccc23)cc1	-12	19	5	-4	8	104	2	1.2	8
CN(Cc1ccccc1Cl)C(=O)C1CC(=O)N(c2ccc3c(c2)OCCO3)C1 (stereo unspecified)	4	·	9	·	7	·	6	-1.6	·
Cc1ccnc(NCc2cccc3ccccc23)c1	-2	19	-5	-11	-9	101	4	-2.8	6
Cc1ccccc1C(OCCN(C(C)C)C(C)C)c1ccccc1 (stereo unspecified)	-7	-12	-15	1	-76	105	1	17	1
Cc1cc(C(=O)NCC(C)C)c2ccccc2n1	-3	11	-3	-2	14	89	7	1.1	-8
COc1cccc(C=NCCNC(=O)c2nonc2N)c1O	-1	16	12	6	-9	101	6	1.2	-3
CCCn1c(=O)c2[nH]c(C3CCCC3)nc2n(CCC)c1=O	-1	-1	-2	2	34	93	2	-1.3	7
O=C(CCN1C(=O)C2CCCCC2C1=O)NNC(=O)c1cccc(Cl)c1 (stereo unspecified)	-12	6	-12	2	8	99	-1	0.8	1
Cc1ccc(S(=O)(=O)N/N=C\c2cc3c(cc2[N+](=O)[O-])OCO3)cc1	-8	-28	13	-3	-8	101	4	-1.6	-19
O=C(CSc1nnc(-c2ccccc2F)n1C1CCCCC1)N1CCCC1	-7	24	4	1	2	101	2	0.8	-5
COc1cc(C=C(c2nc3ccccc3s2)c2nc3ccccc3s2)cc(OC)c1O	1	-15	-4	12	-48	97	-10	18	-8
N=c1n(CC(=O)O)c2ccccc2n1Cc1ccccc1Cl	2	16	9	0	0	97	5	-0.8	10
Cc1cc(C(=O)CN2C(=O)NC(C)(c3ccccc3)C2=O)c(C)n1CC1CCCO1 (stereo unspecified)	·	14	18	0	10	103	2	0.2	-7
CCOC(=O)c1cc2sccc2n1CC(=O)O	-2	-9	3	8	14	108	5	-0.8	-12
CC(=O)Nc1ccc(OCCOc2ccc(/C=C3/C(=N)N4C=CSC4=NC3=O)cc2)cc1	-5	2	-6	1	-35	103	-2	0.6	-11
CC(C)Cc1cc(-c2ccco2)c(C#N)c(N)n1	·	3	5	-3	-7	107	5	0.8	-26
CC(=O)Oc1ccc(C(c2ccc(OC(C)=O)cc2)c2ccccn2)cc1	·	-4	5	4	6	70	-1	-1.9	0
C[C@]12C(=O)N(c3ccc(F)cc3)C(=O)N1[C@H]1c3ccccc3OC[C@@H]1[C@H]2c1ccccc1	-3	·	5	5	0	·	5	5.7	·
C#CCOCCOCCOCCNc1nc(N2CCOCC2)nc(N2CCN(C(=O)[C@H](CCCCN)n3cc([C@@H](N)C(C)CC)nn3)CC2)n1 (stereo partly specified)	2	36	8	-2	-2	99	1	-0.3	-9
O=C(NC(=O)c1ccccc1Cl)C(=O)Nc1ccc(Cl)cc1	-1	28	8	0	-33	102	-2	6.6	-6
COc1ccc(C)cc1-n1nnnc1SCc1cc(=O)n2cc(C)ccc2n1	-5	12	-9	4	-6	99	1	0.1	-9
CCC1(c2ccccc2)NC(=O)N(CC(=O)NNC(=O)c2ccoc2C)C1=O (stereo unspecified)	-3	·	7	5	3	·	0	-0.7	·
O=C(Nc1ccc(Oc2ccccc2)nc1)C1CCN(Cc2cccc(F)c2)CC1	-3	21	-2	1	0	102	-1	-2.7	0
CCN(C1CCS(=O)(=O)C1)S(=O)(=O)c1cccc([N+](=O)[O-])c1 (stereo unspecified)	-2	25	-2	7	-4	97	-2	2.4	2
Cc1cc2nc(C3CCCN(C(=S)Nc4ccccc4C)C3)[nH]c2cc1C (stereo unspecified)	-7	0	-4	-3	-13	·	0	-2.1	0
COc1ccc(CCN2CC(C(=O)N(C)CCn3nc(C)cc3C)CCC2=O)cc1 (stereo unspecified)	-2	7	-2	-1	-8	102	9	-1.0	3
COc1cccc(C2=N/C(=C\N(C)C)C(=O)O2)c1	0	6	2	0	-4	99	2	-0.6	-12
CCOc1ccccc1NC(=O)CCNC(=O)C1CCN(S(=O)(=O)c2ccccc2)CC1	-5	·	5	·	-8	·	·	-1.7	·
O=C(NCCNC(=O)c1ccc(Cl)cc1Cl)c1ccccn1	-5	14	-2	2	-1	100	2	-0.2	6
COCc1nnc(NC(=O)c2ccc(S(=O)(=O)N(C)C3CCCCC3)cc2)o1	-4	-9	11	-3	-1	89	1	-1.4	-12
CC(=O)Nc1c(C)ccc2nsnc12	2	-4	1	4	24	115	3	-2.0	-4
COCCN(CCOC)C(=O)CCn1c(=O)oc2ccccc21	-4	4	-5	2	-5	106	1	-0.5	-9
Cc1cc(C)n(-c2nnc3n2N=C(c2ccccc2)CS3)n1	-5	7	4	5	-2	102	-4	0.6	-4
Cc1nn(-c2ccc(N3CCOCC3)nn2)c(C)c1CCC(=O)Nc1ccccc1	5	36	-8	2	-3	100	-5	-1.1	8
O=C(NCc1ccccc1)c1cccc(F)c1F	1	-5	9	1	0	105	-1	-0.7	12
N#CC1(Nc2ccc(-c3ccc(Cl)cc3)cc2)CCCC1	-2	·	-4	·	11	·	-2	3.8	·
C=CCSC1=NN2CCS(=O)(=O)N=C2S1	-5	4	0	-5	1	106	6	-0.2	4
Cc1ccc(CN(C)C(=O)c2cccc(S(=O)(=O)N3CCc4ccccc43)c2)cc1	-5	·	-7	3	14	·	4	3.8	·
CCOC(=O)C1CCN(C(=O)Nc2ccc3nc(C)c(C)nc3c2)CC1	0	10	11	-1	2	93	4	0.8	-6
COCCNC(=O)C(c1cccs1)N(C(=O)Cn1nnc2ccccc21)c1ccc(OC)cc1 (stereo unspecified)	-5	-12	6	0	2	89	2	0.8	-6
CC(C)N(C(=O)[C@H]1CC(CC(=O)NCCC2=CCCCC2)C(=O)N2CCc3c([nH]c4ccccc34)[C@]12C)C(C)C (stereo partly specified)	-5	·	-2	1	26	·	5	1.1	·
CCCCn1c(O)c(/C=C2\C=Nc3ccccc32)c(=O)[nH]c1=O	-10	51	5	0	-18	96	1	10	10

Limited to MEKK3 PB1 HTS and CRFBP-R2 block, for some of the entries so far:
| SMILES | MEKK3 PB1 HTS | CRFBP-R2 block |
| --- | --- | --- |
| COCc1nnc(NC(=O)c2ccc(S(=O)(=O)N(C)C3CCCCC3)cc2)o1 | 89 | -1 |
| CC(=O)Nc1c(C)ccc2nsnc12 | 115 | 24 |

Continuation.
canonical_smiles	GalR3 antag	PHOSPHO1 block	CHRM4 PAM	IDE inh	CRFBP-R2 block	MEKK3 PB1 HTS	IDE act	CRFBP-R2 agonist	p-CIP stab down
Cn1c(CNC(=O)CCNC(=O)c2ccc(F)c(F)c2)cc(=O)n(C)c1=O	-6	12	5	-3	10	101	3	0.2	-7
COc1cccc2sc(=NC(=O)CCS(=O)(=O)c3ccc(C)cc3)n(C)c12	-4	·	-2	-1	7	·	3	0.7	·
Nc1nc(NCCO)nc(NC2CCCCC2)c1[N+](=O)[O-]	-7	18	3	-1	-42	98	-1	-0.1	-3
C=CCOn1c(C)c(C(C)=O)c2c3no[n+]([O-])c3ccc21	-2	8	-4	0	-7	96	-1	0.3	-9
COc1ccc(CCNC(=O)COc2nsnc2N2CCOCC2)cc1OC	-3	21	-5	-7	0	99	2	-1.7	5
Cc1ccc(NC(=O)OCCN2CCN(Cc3ccccc3)CCC2=O)cc1	-7	-11	6	3	-1	103	-5	-3.4	1
